SIRT5 inh: sirtuin-5 (human) deacylase inhibition; inhibition, % at 15 µM; Purified SirT5, succinyl-peptide AMC, trypsin-coupled fluorescence; Q9NXA8; 330,000 tested, 1.1% active; AID 652115; in the data active means inhibition above about 15%; inconclusive means no clear call, values can overlap the other calls
Target sequence (Q9NXA8 whole entry, looked up): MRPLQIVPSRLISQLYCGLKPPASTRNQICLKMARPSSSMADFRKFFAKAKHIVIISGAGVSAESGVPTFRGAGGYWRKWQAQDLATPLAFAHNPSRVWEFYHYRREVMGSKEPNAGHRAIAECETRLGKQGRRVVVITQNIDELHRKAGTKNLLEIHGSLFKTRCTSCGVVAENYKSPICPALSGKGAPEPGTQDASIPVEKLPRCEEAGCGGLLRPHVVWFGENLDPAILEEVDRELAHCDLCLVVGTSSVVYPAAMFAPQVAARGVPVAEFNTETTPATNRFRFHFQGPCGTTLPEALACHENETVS
C2C12 statin: suppression of simvastatin myotoxicity; C2C12 myotubes + simvastatin, ATP luminescence, 48 h; scaled: DMSO 0, geranylgeraniol control 100; rescue of ATP level, % at 7.49 µM; 330,000 tested, 0.78% active; AID 602340;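 active means mean ATP rescue above about 67%, or every replicate alone reaching that limit, limit read from the data, passing the limit was not always enough; inconclusive means no clear call, values can overlap the other calls; inactive means mean under the limit and some replicate under it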;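 further: myotubes were challenged with 10 µM simvastatin during compound exposure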
ERAP1 inh: inhibitors of human ERAP1 aminopeptidase | Q9NZ08 | inhibition, % at 10.7 µM | 340,000 tested, 0.15% active | recombinant ERAP1, Leu-AMC fluorescence, 60 min;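 active means mean replicate inhibition of at least 30%, or all replicates individually reaching that 30% level; inactive means mean below 30% and not every replicate reaching it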;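 further: 0% = neutral control wells and 100% = L-leucinethiol positive control wells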
PGC1a acetyl inh: PGC1a acetylation modulation, inhibitor mode; inhibition, % at 15.6 µM; U2OS PGC1a acetylation, AlphaScreen anti-acetyl-lysine; with virally co-expressed GCN5 acetyltransferase; 350,000 tested, 0.17% active;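 active means every replicate shows inhibition of at least 40%; inconclusive means mean inhibition at least 40% but some replicate below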;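 further: 0% = neutral control wells and 100% = positive control wells; some results beyond the cut were filed as inactive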
S100A4 MyoIIA: blocks human S100A4 binding to myosin IIA peptide; P26447; S100A4/TAMRA-MyoIIA peptide fluorescence polarization; inhibition, % at 10.7 µM; 360,000 tested, 0.14% active;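 active means mean inhibition of at least 70% across replicates, with every replicate also reaching that level; inconclusive means mean inhibition reaches 70% but some replicates fall short; inactive means mean inhibition below 70%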
Target sequence (P26447 whole entry, looked up): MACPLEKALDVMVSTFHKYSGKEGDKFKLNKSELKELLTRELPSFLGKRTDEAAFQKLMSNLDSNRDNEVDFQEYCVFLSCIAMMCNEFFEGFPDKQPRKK
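Material: human S100A4 monomer with TAMRA-labelled myosin IIA peptide; buffer or medium: HEPES pH 7.2 with CaCl2, KCl, NaCl, DTT, Triton; compound dosing: one concentration per compound; schedule: 5 min incubation before reading; benchmarks: neutral control DMSO, positive control TFP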
LGR2 inh: inhibitors of bursicon-induced Drosophila LGR2 receptor cAMP signaling; HEK293 LGR2, CRE-luciferase, bursicon-stimulated, 4 h; inhibition, % at 9.99 µM; 380,000 tested, 0.35% active;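 active means drop in luminescence signal, shown as inhibition above about 50% in the replicate tests, limit read from the data, passing the limit was not always enough; inconclusive means probably only some replicates passing the limit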;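 further: agonist challenge used bursicon conditioned medium at about half maximal strength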
XiGFP reactiv: X-chromosome reactivation activator; XiGFP mouse fibroblasts, % GFP-positive cells imaging, 3 d; cells co-treated with 5-aza-dC sensitizer; scaled so ellipticine positive control = 100%; activation, % at 7.58 µM; 360,000 tested, 0.055% active;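 active means mean normalized replicate activation at least 10% and every replicate at or above 10%; inconclusive means only one of the two criteria met; inactive means mean below 10% and not all replicates reach 10%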;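 further: 0% = median of on-plate neutral control wells and 100% = ellipticine 6 µM median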
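Schedule: 3 d treatment, 15 min room-temperature fixation; system: 68-5-11 XiGFP fibroblast line; buffer or medium: DMEM plus 5-aza-dC sensitizer; control set: ellipticine 6 µM positive control; compound: one concentration, pinned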
Cneo AK release: causes C. neoformans cell lysis; 360,000 tested, 0.2% active; adenylate kinase release luminescence, 4 h; normalised: neutral wells 0, clomiphene wells 100; lysis activity, % at 15 µM;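 active means mean lysis activity across replicates of at least 80%, whatever share of replicates individually reach that level; inactive means mean lysis activity below 80%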
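Material: C. neoformans cells | Amount: Yeast cell density of 5 × 10^6 cells/mL | Medium: Fresh YPD growth medium | Dosing: Single dose | Times: Static 4 h at 37 °C with compound, 1 h detection | Detection: AK luminescence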
* marks the source's active call; other numbers are inactive results; ? = inconclusive; · = not tested or not shown. The list is partial. The share of hits here may be higher or lower than overall.

entry	Molecule	SIRT5 inh	C2C12 statin	ERAP1 inh	PGC1a acetyl inh
1	O=C(c1cccs1)N1C[C@@H](O)[C@H](n2cc(C3CC3)nn2)C[C@@H]1c1ccccc1	-2	2	0	·
2	C[C@@H]1CCCCO[C@@H](CN(C)C(=O)Cc2ccccc2)[C@@H](C)CN([C@H](C)CO)C(=O)c2cc(NS(C)(=O)=O)ccc2O1	-1	-5	2	-3
3	O=C(O)c1cn(-c2ccc(F)cc2)c(=O)c2ccccc12	-3	·	9	·
4	CCCCN(C(=O)c1ccc(-c2ccc(Cl)cc2)o1)c1c(N)n(CCCC)c(=O)[nH]c1=O	-2	-6	0	-6
5	Cc1cc(C)cc(NC(=O)CCNS(=O)(=O)c2cc(Br)cnc2N)c1	-4	-4	-4	-18
6	O=C(COc1ccccc1[N+](=O)[O-])N/N=C/c1ccccn1	11	·	-4	·
7	NC(=O)c1nsc(C(=O)N(CC(=O)NC2CCCCC2)c2cccc(F)c2)c1N	·	-6	2	·
8	COc1ccc(C(=O)Nc2ccc3c(c2)C(=O)N(C)C[C@H](OC)[C@H](C)CN(C(C)=O)[C@H](C)CO3)cc1	4	-9	3	4
9	Oc1cc(CNCc2ccccc2)c(O)cc1CNCc1ccccc1	·	3	13	41
10	CN(C)c1nc(OCc2ccccc2)c2ncc(=O)[nH]c2n1	·	·	·	-22

entry	S100A4 MyoIIA	LGR2 inh	XiGFP reactiv	Cneo AK release
1	-3	6	-0.2	-1
2	-2	5	0.2	2
3	-4	-10	0.2	·
4	0	·	0.0	-1
5	-6	14	-0.1	0
6	1	-19	-0.1	·
7	-7	6	0.1	·
8	-10	-12	0.3	-2
9	3	10	0.0	-3
10	0	7	0.0	·

Two of these compounds, reformatted:
2. C[C@@H]1CCCCO[C@@H](CN(C)C(=O)Cc2ccccc2)[C@@H](C)CN([C@H](C)CO)C(=O)c2cc(NS(C)(=O)=O)ccc2O1
1. O=C(c1cccs1)N1C[C@@H](O)[C@H](n2cc(C3CC3)nn2)C[C@@H]1c1ccccc1
assay / entry	2	1
SIRT5 inh	-1	-2
C2C12 statin	-5	2
ERAP1 inh	2	0
PGC1a acetyl inh	-3	·
S100A4 MyoIIA	-2	-3
LGR2 inh	5	6
XiGFP reactiv	0.2	-0.2
Cneo AK release	2	-1

Further records.
entry	Molecule	SIRT5 inh	C2C12 statin	ERAP1 inh	PGC1a acetyl inh
11	COc1ccccc1/C=C/C(=O)OCC(=O)c1cc(C)n(C)c1C	0	2	-2	·
12	C[C@H]1CCCCO[C@@H](CN(C)S(=O)(=O)c2ccc(Cl)cc2)[C@@H](C)CN([C@@H](C)CO)C(=O)c2cc(NC(=O)NC3CCCCC3)ccc2O1	-2	·	2	-2
13	Oc1ccc(/C=N/n2cnn(Cc3ccccc3Cl)c2=S)c(O)c1	9	·	-1	·
14	COC(=O)[C@@H]1[C@@H](CO)[C@@H]2Cn3c(ccc(C4=CCCC4)c3=O)[C@@H]2N1C(=O)C1CCC1	-10	14	0	·
15	COC(=O)C[C@@H]1CC[C@@H]2[C@@H](COc3ccc(NC(=O)c4ccc(C(F)(F)F)cc4)cc3C(=O)N2C)O1	1	-18	-4	0
16	C[C@H](CO)N1C[C@H](C)[C@H](CN(C)Cc2ccccc2)Oc2ncc(-c3cccnc3)cc2C1=O	·	27	·	4
17	CN(C)S(=O)(=O)c1ccc(N2CCCC2)c(C(=O)NNC(=O)COc2ccccc2Cl)c1	-1	0	0	·
18	CCCCNC(=O)CSc1nc2ccc(NC(=O)CSc3nnc(N)s3)cc2s1	0	0	4	-3
19	C[C@H]1CCCCO[C@@H](CN(C)Cc2ccc(C(F)(F)F)cc2)[C@@H](C)CN([C@@H](C)CO)C(=O)c2cc(NS(=O)(=O)c3ccc(Cl)cc3)ccc2O1	16*	·	1	4
20	C[C@@H]1CN([C@@H](C)CO)C(=O)Cc2cc(NS(=O)(=O)c3cccs3)ccc2O[C@H]1CN(C)Cc1ccc(C(=O)O)cc1	-3	-11	2	11

entry	S100A4 MyoIIA	LGR2 inh	XiGFP reactiv	Cneo AK release
11	-1	1	-0.1	2
12	2	?	0.1	5
13	-2	12	0.0	·
14	6	-11	0.0	-8
15	1	16	0.0	-5
16	·	-18	1.2	·
17	-4	-5	0.3	0
18	3	26	0.1	-4
19	-9	25	0.2	-1
20	-12	0	0.0	-2

The list continues.
entry	Molecule	SIRT5 inh	C2C12 statin	ERAP1 inh	PGC1a acetyl inh
21	O=C(c1ccccn1)N1CC2(C1)[C@@H](c1ccccc1)[C@@H](CO)N2Cc1ccc(Cl)cc1	2	·	-3	-7
22	Cc1cc(C)cc(N(CC(=O)N/N=C/c2ccncc2)S(=O)(=O)c2ccccc2)c1	·	·	·	-7
23	Oc1cc(-n2cccn2)c(O)cc1-n1cccn1	-6	2	1	5
24	CCn1c(SCC(=O)N/N=C/c2ccc(O)c(OC)c2)nc2ccccc21	-3	·	14	·
25	N#CC1=C(N)Oc2n[nH]c(-c3cccnc3)c2C1c1cc(F)ccc1F (stereo not drawn)	-4	·	8	·
26	O=C(COc1cc(F)ccc1[N+](=O)[O-])N1N=C(c2cccs2)CC1c1ccco1 (stereo not drawn)	-1	-8	-2	4
27	Cc1ccc(S(=O)(=O)N[C@@H]2CC[C@H](CC(=O)N3CCN(c4ccccc4)CC3)O[C@H]2CO)cc1	1	0	-2	0
28	C[C@@H]1CCCCO[C@@H](CN(C)Cc2ccc3c(c2)OCO3)[C@H](C)CN([C@H](C)CO)C(=O)c2cc(N(C)C)ccc2O1	2	4	-2	19
29	CC(C)N(C(=O)COC(=O)CCC(=O)c1cccs1)c1ccccc1	-4	-1	1	-4
30	CC(C)(C)c1csc(NC(=O)Cc2cccs2)n1	0	·	2	·

entry	S100A4 MyoIIA	LGR2 inh	XiGFP reactiv	Cneo AK release
21	10	-15	0.2	·
22	·	-11	0.2	5
23	-8	-4	0.1	-1
24	-5	-6	0.4	·
25	13	-10	0.0	·
26	-4	-4	0.2	·
27	-3	-13	0.0	1
28	3	·	0.3	4
29	3	9	-0.1	-5
30	-5	-19	0.2	·

Going on with the list:
entry	Molecule	SIRT5 inh	C2C12 statin	ERAP1 inh	PGC1a acetyl inh
31	COc1cc(C=Cc2nnc3c4ccccc4cnn23)cc(OC)c1OC	-4	-5	-12	-2
32	C[C@H](CO)N1C[C@H](C)[C@@H](CN(C)S(=O)(=O)c2cccs2)Oc2c(NC(=O)c3cnccn3)cccc2C1=O	0	·	0	5
33	CCS(=O)(=O)N1CC2(C1)[C@H](c1ccccc1)[C@@H](CO)N2CCC(F)(F)F	4	·	-1	1
34	COc1cc([N+](=O)[O-])cc(/C=N/NC(=O)CSc2ccccn2)c1O	2	·	-1	0
35	N#CC1(NC(=O)Cn2cc(C(F)(F)F)ccc2=O)CCCC1	-5	6	-1	9
36	COc1ccc2[nH]cc(CCN3C(=O)c4ccc(C(=O)O)cc4C3=O)c2c1	-1	?	-4	10
37	COc1ccc(S(=O)(=O)Nc2ccc3c(c2)OC[C@@H](C)N(C)C[C@@H](C)[C@H](OC)CN(C)C3=O)cc1	-25	-17	1	-5
38	COc1ccccc1NC(=S)N1CCC(NC(=O)NC23CC4CC(CC(C4)C2)C3)CC1	-1	1	-2	-13
39	CCn1cc(C(=O)OCC(=O)c2ccccc2)c(=O)c2ccc(C)nc21	0	·	2	3
40	COc1ccccc1CCNC(=O)c1cccc(S(=O)(=O)N2CCc3ccccc3C2)c1	0	-3	1	-10

entry	S100A4 MyoIIA	LGR2 inh	XiGFP reactiv	Cneo AK release
31	2	·	0.0	-16
32	8	11	-1.1	-3
33	2	-17	0.1	·
34	0	9	0.0	·
35	4	4	1.2	2
36	0	-132	0.5	0
37	11	-4	0.1	-1
38	-5	-2	·	2
39	-4	-6	0.2	·
40	-9	-22	0.2	1

Next part:
entry	Molecule	SIRT5 inh	C2C12 statin	ERAP1 inh	PGC1a acetyl inh
41	O=C(C[C@H]1CC[C@H]2[C@@H](COC[C@@H](O)CN2Cc2ccncc2)O1)NCc1ccccc1Cl	0	20	-3	6
42	COc1ccc(CNC(=O)COC(=O)CNC(=O)c2sc3ccccc3c2Cl)cc1OC	-8	5	-1	·
43	COc1ccc([N+](=O)[O-])cc1NC(=O)CCN1CCN(C)CC1	0	·	-1	3
44	CCOc1cc(C(=S)N2CCCC2)ccc1OC(=O)Cc1ccc(F)cc1	-5	·	0	5
45	COC(=O)CN(C#N)c1nc(C)cc(C)n1	-1	·	1	0
46	COC(=O)Nc1sc2c(c1C(=O)N1CCOCC1)CCC(C)C2 (stereo not drawn)	2	-3	2	-4
47	O=C(C[C@@H]1CC[C@H]2[C@@H](COC[C@@H](O)CN2Cc2cc(F)ccc2F)O1)NCc1ccc(Cl)cc1	·	31	·	-7
48	Cc1ccc(/C=N/NC(=O)c2c[nH]c3ccccc23)o1	·	1	-4	17
49	COc1ccc(NC(=O)/C(=C\c2cccs2)NC(=O)c2ccco2)cc1	-2	-2	1	-3
50	CCOC(=O)c1c(C)oc2ccc(OC(=O)COc3c(F)c(F)c(F)c(F)c3F)cc12	1	-15	5	14

entry	S100A4 MyoIIA	LGR2 inh	XiGFP reactiv	Cneo AK release
41	6	-10	1.0	0
42	1	1	0.3	0
43	3	-11	0.0	·
44	-3	-21	0.0	-4
45	2	6	-0.1	-1
46	-3	-4	·	-4
47	·	-1	0.5	0
48	31	-2	·	1
49	2	10	0.2	-1
50	-1	-17	0.0	0

Full records, looked up by structure.
`COC(=O)Nc1sc2c(c1C(=O)N1CCOCC1)CCC(C)C2` (stereo not drawn) is listed with SIRT5 inh = 2; C2C12 statin = -3; ERAP1 inh = 2; PGC1a acetyl inh = -4; S100A4 MyoIIA = -3; LGR2 inh = -4; XiGFP reactiv = ·; Cneo AK release = -4
`COc1ccc(CNC(=O)COC(=O)CNC(=O)c2sc3ccccc3c2Cl)cc1OC` is listed with SIRT5 inh = -8; C2C12 statin = 5; ERAP1 inh = -1; PGC1a acetyl inh = ·; S100A4 MyoIIA = 1; LGR2 inh = 1; XiGFP reactiv = 0.3; Cneo AK release = 0
`CCOC(=O)c1c(C)oc2ccc(OC(=O)COc3c(F)c(F)c(F)c(F)c3F)cc12` is listed with SIRT5 inh = 1; C2C12 statin = -15; ERAP1 inh = 5; PGC1a acetyl inh = 14; S100A4 MyoIIA = -1; LGR2 inh = -17; XiGFP reactiv = 0.0; Cneo AK release = 0

Compound activity as filed in PubChem.
